Screening data as filed in PubChem.
tuberculosis growth: growth inhibition of non-replicating M. tuberculosis (AID 488890). Mycobacterium tuberculosis non-replicating, growth inhibition; higher % means a stronger effect. inhibition, % at 25 µM; hits with a dose series show IC50 in µM. actives 0.39% (n = 320,000); in the data active means a potency from the dose series; inconclusive means inhibition mostly from about 82% at the one dose, without a potency; inactive means the rest, 99 in 100 with inhibition below about 76%;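 further: plate controls were DMSO cells for no effect and high antibiotic wells for full effect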
inhibitors of VEEV: inhibitors of VEEV TC-83 cytopathic effect, confirmation, Vero cells (AID 588727) | actives 0.13% (n = 350,000) | inhibition, % at 20 µM; hits with a dose series show IC50 in µM | Vero cells, VEEV TC-83 cytopathic effect inhibition; higher % means a stronger effect; in the data active means a potency from the dose series; inconclusive means inhibition mostly from about 14% at the one dose, without a potency; inactive means the rest, 99 in 100 with inhibition below about 12%; further: strong numbers were not always called active
H1N1 NS1A inhibition: NS1A inhibition, H1N1 influenza, cell based functional assay (AID 504329) | actives 0.3% (n = 340,000) | inhibition, % at 12.5 µM, or IC50 in µM where a hit was titrated | NS1A functional cell-based assay, percent inhibition; higher % means a stronger effect; in the data active means a potency from the dose series; inconclusive means inhibition above about 27% without an active follow-up result; further: strong numbers were not always called active
H37Rv inhibition: M. tuberculosis growth inhibition, HTS (AID 449762); M. tuberculosis H37Rv growth inhibition, 7H9 media; higher % means a stronger effect; inhibition, % at 25 µM, or IC50 in µM where a hit was titrated; actives 0.59% (n = 330,000); in the data active means a potency from the dose series; inconclusive means inhibition above about 70% without an active follow-up result;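 further: bacterial growth assessed after seven days of incubation; strong numbers were not always called active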
Salmonella PhoP GFP: Inhibition of PhoP regulon, Salmonella typhi GFP reporter cells, confirmation, 4 h (AID 1850); Salmonella Typhi PhoP-promoter GFP reporter, fluorescence, 4 h; higher % means a stronger effect; inhibition, % at 50 µM, or IC50 in µM where a hit was titrated; actives 0.33% (n = 310,000); in the data active means a potency from the dose series; inconclusive means inhibition mostly from about 25% at the one dose, without a potency; inactive means the rest, 99 in 100 with inhibition below about 19%;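 further: 0% = induced wells with vehicle and 100% = uninduced wells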
inhibitors of VEEV 10K pilot screen: further read-out of inhibitors of VEEV, marked with its call; inhibition, %; measured here: 10K pilot screen inhibition
The depositor's hits bear a star; i = inactive; ? = inconclusive; nt = no result given. Not a hit list, and some 1.6% of all compounds hit somewhere here.

SMILES | tuberculosis growth | inhibitors of VEEV | H1N1 NS1A inhibition | H37Rv inhibition | Salmonella PhoP GFP | others
CC(C)Oc1ccc(OCCNC2CCCC2)cc1 | -6% | i | 1% | -5% | 1%
COc1ccccc1N1CCN(S(=O)(=O)c2ccc3c(c2)CC(C)N3C(C)=O)CC1 (stereo unspecified) | 15% | i | -3% | 3% | 8%
Cn1c(SCc2ccc(Br)cc2)nnc1-c1ccccn1 | 79% | 2.4% | nt | -1% | 0%
S=C(NC1CC1)NC1CCCc2ccccc21 (stereo unspecified) | 10% | 0.7% | -7% | 1% | 5%
Cc1nn(-c2ccccn2)c2nc(-c3cccs3)cc(C(=O)NCc3ccco3)c12 | 12% | 9.0% | 5% | -3% | 3%
COc1cc(NC(=O)c2ccco2)c(C(=O)OCC(=O)c2c[nH]c3ccccc23)cc1OC | -8% | 13% | 4% | 5% | 1%
CCN1CCN(C(=O)c2cc3cc4ccc(OC)cc4nc3s2)CC1 | 18% | 6.4% | 8% | -1% | 17%
COc1ccc(-c2[nH]ncc2CN(C)Cc2nonc2C)c(OC)c1 | 12% | 1.9% | 0% | -2% | 13%
CN(/N=C/C=C/c1ccccc1)c1cc(=O)n(C)c(=O)[nH]1 | 1% | 5.8% | -5% | 0% | 3%
CC=C(C)C(=O)OC1CCN2CC=C(COC(=O)C(O)(C(C)OC)C(C)(C)O)C12 (stereo unspecified) | nt | i | -1% | nt | nt
CCOc1ccccc1CN1C(=O)NC(C)(c2ccccc2)C1=O (stereo unspecified) | 36% | 4.3% | 8% | -2% | -6%
Cc1cc(C)cc(NC(=O)COC(=O)COc2cccc3c2OC(C)(C)C3)c1 | 11% | 1.9% | -19% | 5% | 1%
CCCCCn1c(CCC(=O)Oc2ccccc2OC)nc2c1c(=O)[nH]c(=O)n2CCCC | -6% | 1.1% | 2% | 5% | -2%
Cc1cccc(N(C(=O)Cn2nnc(-c3ccc(F)cc3)n2)C(C(=O)NC(C)(C)C)c2ccncc2)c1 (stereo unspecified) | 23% | 1.4% | 8% | 10% | -3%
CCOc1ccc(NC(=O)COc2nsnc2N2CCOCC2)cc1 | 11% | 0.2% | -6% | -1% | 11%
CCOc1ccc(S(=O)(=O)N2CCCCCC2)cc1 | 11% | i | -22% | -3% | -9%
O=C(Cn1nc(C(F)(F)F)c2c1CCC2)NC1CCCCC1 | 12% | i | -10% | 1% | 11%
Cc1cc(-c2ccccc2)n(-c2ccccc2)n1 | 32% | i | -3% | 9% | -4%
CC1CC(Nc2cccc(O)c2)=CC(=O)O1 (stereo unspecified) | -16% | i | -2% | -6% | 1%
N=c1c(S(=O)(=O)c2ccccc2)cc2c(=O)n3ccccc3nc2n1C1CCCC1 | -4% | 0.8% | -19% | 6% | -9%
C=CCn1cccc(C(=O)Nc2ccc(N(C)C)cc2)c1=O | -3% | 1.2% | -1% | -3% | 7%
Cc1ccc(CN2CCN(C3CCOCC3)CC2CCO)cc1 (stereo unspecified) | 10% | 0.3% | -8% | -1% | -14%
CCN(CC(=O)NCc1ccc(Cl)cc1)C(=O)CCOc1ccc(C)cc1 | 22% | 1.3% | 11% | 4% | 1%
COc1cccc(/C=N/NC(=O)C(=O)N2CCCCCC2)c1OC | -12% | 3.5% | 0% | 0% | -1%

Next part; it opens with the 3 that closed the last part.
SMILES | tuberculosis growth | inhibitors of VEEV | H1N1 NS1A inhibition | H37Rv inhibition | Salmonella PhoP GFP | others
Cc1ccc(CN2CCN(C3CCOCC3)CC2CCO)cc1 (stereo unspecified) | 10% | 0.3% | -8% | -1% | -14%
CCN(CC(=O)NCc1ccc(Cl)cc1)C(=O)CCOc1ccc(C)cc1 | 22% | 1.3% | 11% | 4% | 1%
COc1cccc(/C=N/NC(=O)C(=O)N2CCCCCC2)c1OC | -12% | 3.5% | 0% | 0% | -1%
CCn1c(C)nc2cc(C(=O)NNC(=O)CCC3CCCCC3)ccc21 | 6% | 0.1% | -1% | -9% | 0%
COc1ccc(C2C(C(=O)N3CCC(C)CC3)c3ccccc3C(=O)N2C)cc1 (stereo unspecified) | 16% | 8.4% | 1% | -6% | -17%
COc1cccc(/C=N/NC(=O)CN2CC(c3ccccc3)CC2=O)c1OC (stereo unspecified) | 22% | 0.4% | -3% | 3% | -4%
O=C(CNC(=O)c1cccc(Cl)c1)Nc1ccc(Br)cc1C(=O)c1ccccc1 | 17% | 0.6% | 0% | 19% | -5%
COc1ccc(Cc2noc(CN3CCCC(C(=O)c4cccs4)C3)n2)cc1OC (stereo unspecified) | 17% | 1.0% | -11% | 0% | -18%
CCOc1cc(N2CCOCC2)c(OCC)cc1NC(=O)Cn1cnc2c(=O)n(C)c(=O)n(C)c21 | -10% | 1.2% | -3% | 1% | -1%
CC1SCC(=O)N(CC(=O)NCCc2ccccc2)C1=O (stereo unspecified) | 12% | 0.6% | -9% | -4% | -10%
Nc1ccccc1SCC(O)Cn1ccc2ccccc21 (stereo unspecified) | 21% | 3.0% | -15% | 12% | 1%
COc1ccc(-c2c(C(C)=O)c(C)n(C)c2C)cc1 | -2% | 1.3% | 15% | -4% | 0%
Cc1cccc(NC(=S)N2CCCCCC2)c1C | 17% | 0.5% | -5% | -5% | -3%
COc1cccc(NC(=O)CSC2=NN3CCCC(=O)N=C3S2)c1 | -17% | i | -16% | -4% | 5%
Cc1ccc(-c2csc(NC(=O)C3CC(=O)N(Cc4ccco4)C3)n2)cc1 (stereo unspecified) | 22% | 7.8% | 0% | 14% | -4%
CC(C)(C)[C@H]1COC(=O)[C@@H](Cc2ccc(F)cc2)CC/C=C/C[C@@H](CC(=O)N[C@H](CO)Cc2ccccc2)C(=O)N1 | 54% | 3.1% | 11% | 9% | nt
C=CCNC(=O)c1cc(Cl)ccc1[N+](=O)[O-] | 11% | 2.0% | -10% | 3% | -6%
Cc1cc(Cl)ccc1OCC(=O)N1CCN(C)CC1 | 11% | 1.1% | -4% | -5% | -2%
COc1cccc(Oc2ccc(C(F)(F)F)cc2N)c1 | 72% | 1.2% | 5% | 1% | -5%
O=C(CN1CCCCCC1)Nc1c(Cl)cc(Cl)cc1Cl | 9% | 0.1% | -2% | 0% | -9%
COc1ccc(C(=O)Cn2c(NCCCO)nc3ccccc32)cc1OC | 0% | 0.4% | -4% | -10% | 6%
CC1(c2ccc(OC(F)F)cc2)NC(=O)N(CC(=O)Nc2cccc(F)c2)C1=O (stereo unspecified) | -5% | 1.4% | -6% | 0% | 7%
CCN(CC)C(=O)C(=O)Nc1cc(C(F)(F)F)ccc1Cl | 2% | i | -4% | -10% | -2%
COc1ccc(NC(=O)C(=O)NNC(=O)COc2ccc(Cl)cc2)c(OC)c1 | ? | 6.3% | 3% | ? | -5%
Cc1nccc(-c2cccc(NC(=O)c3ccccc3Cl)c2)n1 | 4% | 1.4% | 0% | -6% | -2%
CCOc1nc2ccccc2cc1/C=C/C(=O)O | 17% | 1.3% | -2% | -1% | -5%
CC(=O)Nc1ccc(SCCCC(=O)c2ccccc2)cc1 | ? | 6.1% | -1% | 4% | 6%
CC(=O)OCCOCn1cnn2c(=O)c(Br)c(C)nc12 | 4% | i | 1% | 1% | 14%
Cc1onc(-c2ccccc2)c1C(=O)NCCc1ccncc1 | -12% | i | -7% | -5% | -11%
O=C(c1ccco1)N1CCN(C2CC(=O)N(c3ccc(F)c(Cl)c3)C2=O)CC1 (stereo unspecified) | 11% | 1.0% | 7% | -4% | 1%
CCC1(CC)C(=O)C(C)(C)C(=O)OC1c1ccccn1 (stereo unspecified) | 8% | 1.4% | -7% | -8% | -4%
Cc1[nH]c2ccccc2c1CCN(Cc1cccnc1)C(=S)Nc1ccc(F)cc1 | 26% | 3.2% | 8% | -7% | nt
CCOC(=O)c1c(NS(=O)(=O)c2ccccc2)n(CCCOC)c2nc3ccccc3nc12 | 17% | 4.9% | -13% | 18% | -4%
CC(=O)Nc1ccc(NC(=O)CSc2ccccn2)cc1 | 1% | 0.0% | 9% | 1% | -20% | inhibitors of VEEV 10K pilot screen=0.5
CCN(CC)CCCCCCCCOC(=O)c1cc(OC)c(OC)c(OC)c1 | 12% | 7.0% | -1% | 3% | 24%
NC(=O)c1cc(S(=O)(=O)Nc2ccc(OC(F)(F)F)cc2)cs1 | -5% | 0.2% | -3% | 3% | 13%
CCOc1cc2c(cc1OCC)C(C(=O)O)C(c1ccc(OC)c(O)c1)N(C)C2=O (stereo unspecified) | 1% | 2.4% | 4% | -3% | 1%
CCOCCCNC(=O)/C(C#N)=C/c1ccc(-c2ccc(S(=O)(=O)N3CCOCC3)cc2)o1 | -7% | 11% | -5% | 12% | -7%
CCC(C(=O)Nc1nc(C)cs1)c1ccccc1 (stereo unspecified) | 2% | 5.5% | 16% | 1% | 4%

A section of the results above, for reference:
SMILES | tuberculosis growth | inhibitors of VEEV | H1N1 NS1A inhibition | H37Rv inhibition | Salmonella PhoP GFP | others
CCN(CC)CCCCCCCCOC(=O)c1cc(OC)c(OC)c(OC)c1 | 12% | 7.0% | -1% | 3% | 24%
NC(=O)c1cc(S(=O)(=O)Nc2ccc(OC(F)(F)F)cc2)cs1 | -5% | 0.2% | -3% | 3% | 13%
CCOc1cc2c(cc1OCC)C(C(=O)O)C(c1ccc(OC)c(O)c1)N(C)C2=O (stereo unspecified) | 1% | 2.4% | 4% | -3% | 1%
CCOCCCNC(=O)/C(C#N)=C/c1ccc(-c2ccc(S(=O)(=O)N3CCOCC3)cc2)o1 | -7% | 11% | -5% | 12% | -7%
CCC(C(=O)Nc1nc(C)cs1)c1ccccc1 (stereo unspecified) | 2% | 5.5% | 16% | 1% | 4%

The list continues.
SMILES | tuberculosis growth | inhibitors of VEEV | H1N1 NS1A inhibition | H37Rv inhibition | Salmonella PhoP GFP | others
CN(C)c1ccc(S(=O)(=O)NCC(=O)N2CCN(c3ccccc3)CC2)cc1[N+](=O)[O-] | 31% | i | 14% | -3% | 4%
O=C(CCc1ccccc1)NNC(=O)COc1ccc(Br)cc1 | -10% | 0.1% | 5% | -8% | -3%
O=C(N/N=C\c1cc(Br)c(Br)o1)C1COc2ccccc2O1 (stereo unspecified) | 57% | 0.2% | -10% | 5% | -3%
COc1cccc(-c2ncc3ccccc3c2COC(=O)c2ccco2)c1 | 4% | 11% | -9% | 0% | nt
C[C@@H]1CCC[C@H](C)N1Cc1nc(Cc2ccccc2Cl)no1 | -6% | 5.5% | 2% | -8% | 9%
O=C(O)c1nc(Cl)c(Cl)c(N/N=C/c2ccccc2C(F)(F)F)c1Cl | 4% | 7.7% | 9% | 15% | -18%
COCC(=O)N1CCC(Oc2ccc(C(=O)N3C[C@@H]4CCC[C@H]3C4)cc2)CC1 | nt | 1.0% | 0% | nt | nt
COC(=O)CC#N | -9% | i | -6% | -13% | nt
COc1ccc(Nc2nc(OC)nc(N3CCN(c4ccc(OC)cc4)CC3)n2)cc1 | nt | i | -3% | nt | nt | inhibitors of VEEV 10K pilot screen=2.0
CCN(C(=O)COC(=O)CCC1CCCC1)c1c(N)n(Cc2ccccc2)c(=O)[nH]c1=O | nt | 0.2% | 0% | nt | nt
C/C(=N\N=c1/scc(C)n1Cc1ccco1)c1cccc([N+](=O)[O-])c1 | 30% | 2.2% | 10% | 6% | -5%
Cc1[nH]c(=O)[nH]c(=O)c1S(=O)(=O)N1CCCCC1 | -6% | 2.0% | -7% | -5% | -2%
O=c1c2ccccc2nc(/C=C/c2ccccc2)n1CCc1ccccc1 | 41% | 1.3% | 5% | 0% | -1%
Cc1cc([N+](=O)[O-])nn1CC(=O)N1c2ccccc2CC1C (stereo unspecified) | -3% | 0.5% | -8% | -13% | -4%
Nc1ccc(-c2nnn(Cc3ccccc3)n2)cc1 | nt | 1.3% | 22% | nt | nt
O=C(NC(=S)Nc1ccccc1Br)c1cccnc1 | 38% | 2.2% | 1% | 0% | 8%
CN(C)S(=O)(=O)c1cccc(NC(=O)COC(=O)c2cc(=O)c3ccccc3o2)c1 | 17% | 1.3% | 8% | 6% | 1%
O=C(N/N=C/c1ccc(OC(=O)c2cccs2)cc1)c1cccc(F)c1 | 70% | i | -1% | ? | 3%
Cc1onc(-c2c(Cl)cccc2Cl)c1C(=O)Nc1ccc(N2CCOCC2)cc1 | -10% | 2.5% | -19% | -12% | 3%
CCC/C(O)=C1\C(=O)CC(c2ccccc2)CC1=NCCc1c(C)[nH]c2ccc(C)cc12 (stereo unspecified) | 12% | i | 12% | -5% | 4% | inhibitors of VEEV 10K pilot screen=1.6
O=c1c2ccccc2oc2cc(NCCCN3CCOCC3)ccc12 | 16% | 1.7% | -9% | 11% | 2%
